PLK1 inh – human PLK1 kinase inhibitors, primary screen, biochemical, TR-FRET; recombinant PLK1 kinase, TR-FRET peptide phosphorylation; hit rate 0.53% among 97,000; Serine/threonine-protein kinase PLK1 (Homo sapiens), P53350; inhibition, % at 10 µM;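 active = inhibition of 50% or more in the single-concentration screen; inactive = inhibition below 50%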;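 also: 0% = DMSO max control and 100% = H-89 dihydrochloride min control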
EphB4 antag – EphB4-ephrin-B2 interaction antagonists, primary screen, biochemical, TNYL-RAW peptide probe, fluorescence polarization. Ephrin type-B receptor 4 (Homo sapiens), P54760. EphB4 LBD / TNYL-RAW-Alexa532 peptide. inhibition, % at 7 µM. hit rate 0.15% among 97,000. AID 720, 2007;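 active = inhibition above the screen-wide mean inhibition plus 3 SD, cut at about 15% in these data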;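 also: 0% = DMSO wells and 100% = excess unlabeled TNYL-RAW peptide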
PLK1 PBD inh – Plk1 polo box domain binding inhibitors, primary screen, biochemical, fluorescence polarization; Serine/threonine-protein kinase PLK1 (Homo sapiens), P53350; Plk1 PBD phosphopeptide binding; inhibition, %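 (tested at about 20 µM)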; hit rate 0.13% among 97,000; in the data active = inhibition above about 34%, passing the limit was not always enough
MT1-MMP txn act – MT1-MMP promoter reporter activation – cell-based, luciferase luminescence, primary screen; hit rate 0.16% among 86,000; HT1080 MT1-MMP promoter luciferase reporter, overnight; stronger effect = higher value; activation factor at 10 µM;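 active = activation factor of at least 2 for MT1-MMP transcription at 10 µM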
S1P2 agonist – S1P2 receptor agonists, primary screen, cell-based | Sphingosine 1-phosphate receptor 2 (Homo sapiens), O95136 | S1P2-expressing cell line, agonist reporter read-out | activation, % at 4.5 µM | hit rate 0.46% among 97,000 | AID 729, 2007; in the data active = activation above about 16%;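 also: 0% = vehicle low control and 100% = maximal reference agonist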
Target sequence (O95136 whole entry, looked up): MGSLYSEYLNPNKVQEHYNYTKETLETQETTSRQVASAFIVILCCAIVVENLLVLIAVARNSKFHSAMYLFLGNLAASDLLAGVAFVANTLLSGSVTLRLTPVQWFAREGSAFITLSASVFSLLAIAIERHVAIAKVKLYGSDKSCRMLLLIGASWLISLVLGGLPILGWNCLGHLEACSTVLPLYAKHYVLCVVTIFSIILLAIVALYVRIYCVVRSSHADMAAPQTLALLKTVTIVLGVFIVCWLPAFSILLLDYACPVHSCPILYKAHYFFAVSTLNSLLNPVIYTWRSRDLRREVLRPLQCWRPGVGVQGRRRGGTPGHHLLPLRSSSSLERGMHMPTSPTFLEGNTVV
HIV Rev-RRE inh – HIV-1 Rev-RRE binding inhibitors, primary screen, biochemical, FRET, protein-RNA interaction. Rev peptide-RRE RNA binding. inhibition, % at 8 µM. hit rate 0.79% among 97,000. AID 704, 2007;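 active = inhibition above the screen-wide mean plus 3 SD, cut at about 35% in these data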;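 also: 0% = median DMSO wells and 100% = median Neomycin B control wells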
Target sequence (P05866 whole entry, looked up): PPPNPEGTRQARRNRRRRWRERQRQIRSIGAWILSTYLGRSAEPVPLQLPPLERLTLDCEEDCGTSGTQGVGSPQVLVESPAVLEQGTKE
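Assay system: labelled RRE RNA duplex and labelled Rev peptide / Medium: HEPES pH 7.5 salt buffer with EDTA / Reagent: labelled Rev peptide / Schedule: 5 + 15 min at 25 °C / Signal: FRET, excitation 480 nm, emission 540 nm donor and 671 nm acceptor / Benchmarks: DMSO and neomycin B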
PLAP activator – PLAP enzyme activators, biochemical, luminescence, HTS; purified PLAP enzyme, luminescent substrate read-out; stronger effect = higher value; activation fold at 20 µM; Alkaline phosphatase, placental type (Homo sapiens), P05187; hit rate 1.2% among 96,000; in the data active = activation fold above about 2
Target sequence (P05187 whole entry, looked up): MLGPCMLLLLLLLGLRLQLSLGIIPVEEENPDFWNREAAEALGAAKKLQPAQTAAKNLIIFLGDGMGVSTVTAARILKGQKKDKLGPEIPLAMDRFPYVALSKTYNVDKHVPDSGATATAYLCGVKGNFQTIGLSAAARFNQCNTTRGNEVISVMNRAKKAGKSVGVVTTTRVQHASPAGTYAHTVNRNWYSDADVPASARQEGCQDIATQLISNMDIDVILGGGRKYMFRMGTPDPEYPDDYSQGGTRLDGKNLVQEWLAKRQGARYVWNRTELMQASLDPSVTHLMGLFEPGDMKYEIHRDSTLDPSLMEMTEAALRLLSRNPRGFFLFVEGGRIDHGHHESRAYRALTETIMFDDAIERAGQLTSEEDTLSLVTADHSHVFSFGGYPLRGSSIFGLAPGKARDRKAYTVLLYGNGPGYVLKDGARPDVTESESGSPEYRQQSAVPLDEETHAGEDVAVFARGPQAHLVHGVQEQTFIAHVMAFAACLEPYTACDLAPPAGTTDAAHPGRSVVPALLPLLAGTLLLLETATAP
FAK inh – FAK kinase inhibitors, primary screen, biochemical | Focal adhesion kinase 1 (Homo sapiens), Q05397 | biochemical FAK kinase activity assay | inhibition, %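 (tested at 7 µM)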 | hit rate 0.84% among 97,000 | AID 727, 2007; in the data active = inhibition above about 19%;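 also: 0% = DMSO and 100% = reference compound high control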
S1P2 blocker – human S1P2 receptor antagonists, primary screen, cell-based; inhibition, % at 5 µM; hit rate 0.21% among 97,000; Sphingosine 1-phosphate receptor 2 (Homo sapiens), O95136; cell-based S1P2 antagonist assay, inhibition at 5 uM; in the data active = inhibition above about 45%;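 also: CRE beta-lactamase reporter cells expressing human S1P2 stimulated with S1P; 0% = agonist at EC80 alone and 100% = agonist plus reference antagonist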
* = called active by the depositor; · = not tested or not shown.

SMILES	PLK1 inh	EphB4 antag	PLK1 PBD inh	MT1-MMP txn act	S1P2 agonist	HIV Rev-RRE inh	PLAP activator	FAK inh	S1P2 blocker
COc1ccccc1NC(=O)C(=O)N/N=C(\C)CC(=O)Nc1ccc(OCc2ccccc2)cc1	-5	7	-17	·	0	11	1.3	-6	16
Nc1ccccc1Nc1ccccc1	-8	0	-37	·	-3	17	0.9	1	22
CSc1cc(C)n(-c2ccccc2)c(=S)c1C(C)=O	-10	5	-14	·	-1	7	1	-3	-3
Cc1ccc(C(=O)CC2(O)C(=O)N(CN3CCOCC3)c3ccccc32)cc1 (stereo unspecified)	-16	5	-27	1.1	-7	2	0.9	-3	18
CCOc1ccc(CCNC(=O)Cn2c(=O)oc3ccccc32)cc1OCC	-5	9	19	·	-9	1	1.2	1	-16
Cc1cc(C)c2c(CN3CCN(Cc4ccc5c(c4)OCO5)CC3)cc(=O)oc2c1	-11	1	-7	1.1	-3	4	1.6	-1	15
COc1ccc(/C=C2\CCCC3C2=NN(C(=O)COC(=O)CNC(=O)c2ccccc2)C3c2ccc(OC)cc2)cc1 (stereo unspecified)	-17	1	6	·	-3	0	1.8	-1	-16
O=C(Nc1ccc(Cl)cc1Cl)C1CCC(=O)N1Cc1ccccc1Cl (stereo unspecified)	-12	-15	-11	·	-2	6	1.1	-6	8
CCc1ccccc1N1C(=O)C2CC=CCC2C1=O (stereo unspecified)	-5	10	-10	1.1	-5	9	0.8	1	10
COc1ccc(NC(=O)CSc2nc(O)cc(=O)n2C)cc1	-3	4	-14	1	-3	6	1.1	0	7
O=C(CN1C(=O)CSc2ccccc21)Nc1ccc2c(c1)OCCO2	-4	2	25	1.2	-2	4	0.9	-1	3
Cc1ccc(-c2cc(NC(=O)CSc3n[nH]c(N)n3)n(-c3ccccc3)n2)cc1	-6	4	4	·	-7	-1	2.3*	4	1
O=C(C1CCN(S(=O)(=O)c2ccc(F)cc2)CC1)N1CCOCC1	-8	-7	18	1.2	-8	4	1.3	0	-1
COC(=O)c1c(NC(=O)c2cccnc2)sc(C)c1C	-5	-2	-24	1.1	0	8	1.7	1	-23
Cc1cc(/C=N/n2cnnc2)c(C)n1-c1cccc(C(=O)O)c1	-11	-3	-11	1	-10	1	1.1	-4	-5
c1ccc(-c2nnc(-c3ccccn3)nc2NC2CCCCC2)cc1	-2	5	-5	0.5	-8	2	2.4*	2	0
CCOc1cc(CN2CCOCC2)cc(C(C)=O)c1	-5	-1	-14	1.1	-4	1	1	-3	7
COc1ccc(Cl)cc1-n1c(C)cc(C=O)c1C	-10	-3	-5	0.9	-4	0	0.9	0	17
CC(C)COC(=O)C(N)C(C(=O)OCC(C)C)c1ccccc1 (stereo unspecified)	-7	-5	13	1.2	-2	-2	1.3	-5	-7
Cc1ccc(C)c(N2CCN(CC3CC=CCC3)CC2)c1 (stereo unspecified)	-4	-6	0	1.1	-4	-2	0.7	0	-13

Three records picked at random from those above, as already listed:
SMILES	PLK1 inh	EphB4 antag	PLK1 PBD inh	MT1-MMP txn act	S1P2 agonist	HIV Rev-RRE inh	PLAP activator	FAK inh	S1P2 blocker
CC(C)COC(=O)C(N)C(C(=O)OCC(C)C)c1ccccc1 (stereo unspecified)	-7	-5	13	1.2	-2	-2	1.3	-5	-7
Cc1cc(C)c2c(CN3CCN(Cc4ccc5c(c4)OCO5)CC3)cc(=O)oc2c1	-11	1	-7	1.1	-3	4	1.6	-1	15
COc1ccc(Cl)cc1-n1c(C)cc(C=O)c1C	-10	-3	-5	0.9	-4	0	0.9	0	17

Full records as entered above:
`CC(C)COC(=O)C(N)C(C(=O)OCC(C)C)c1ccccc1` (stereo unspecified) reads PLK1 inh: -7; EphB4 antag: -5; PLK1 PBD inh: 13; MT1-MMP txn act: 1.2; S1P2 agonist: -2; HIV Rev-RRE inh: -2; PLAP activator: 1.3; FAK inh: -5; S1P2 blocker: -7
`O=C(CN1C(=O)CSc2ccccc21)Nc1ccc2c(c1)OCCO2` reads PLK1 inh: -4; EphB4 antag: 2; PLK1 PBD inh: 25; MT1-MMP txn act: 1.2; S1P2 agonist: -2; HIV Rev-RRE inh: 4; PLAP activator: 0.9; FAK inh: -1; S1P2 blocker: 3

Going on with the list.
SMILES	PLK1 inh	EphB4 antag	PLK1 PBD inh	MT1-MMP txn act	S1P2 agonist	HIV Rev-RRE inh	PLAP activator	FAK inh	S1P2 blocker
COc1ccccc1Nc1nc2c(C)cccc2cc1C#N	-11	1	-2	·	-2	8	1	-6	9
COc1ccc(/C=C/c2ccncc2)cc1	2	3	14	1.5	-8	1	1	3	6
O=C1C=C(NCC2CCCO2)CC(c2ccccc2)C1 (stereo unspecified)	-8	6	-11	1.1	-3	4	0.9	-3	-2
COc1ccc(C2C(Oc3ccccc3C)C(=O)N2Cc2ccc(F)cc2)cc1OC (stereo unspecified)	-8	-8	2	·	-4	11	1.3	-7	5
Cc1cc(C)n(C(=O)C2CCCN2S(=O)(=O)c2ccc(Cl)cc2)n1 (stereo unspecified)	-12	-1	13	1.1	-9	6	1.1	-4	-1
Cc1ccc(CN2C(=O)CCSc3ccc(Cl)cc32)cc1	-6	0	3	·	-2	9	1.1	-2	1
Cc1cc(C(F)(F)F)nc(SCC(=O)Nc2ccccc2)n1	-7	-1	-5	0.9	-2	1	1	-1	-15
CCOC(=O)C1CCCN(c2c(N3CCOCC3)c(=O)c2=O)C1 (stereo unspecified)	-21	3	15	·	-5	8	0.9	3	14
CCOC(=O)C(O)(CC(=O)Nc1ccc(Cl)cc1Cl)C(F)(F)F (stereo unspecified)	-6	-5	8	1.2	-4	-1	·	-9	3
O=C(CCc1ccccc1)NNC(=O)C1CCCCC1	-9	0	12	·	-12	4	0.9	-2	13
COC(=O)c1ccc(/C=C(\C#N)c2nc3ccccc3s2)cc1	-14	2	-1	1.4	-2	31	1	14	-9
CC(C)C(c1nnnn1Cc1ccccc1)N1CCN(Cc2ccco2)CC1 (stereo unspecified)	-14	-2	0	1.1	-2	-2	1.2	-4	-3
Cc1ccccc1C(=O)Nc1ccccn1	-7	0	-3	1.3	-4	3	0.9	-2	2
O=C(Nc1cccc(-c2cn3ccccc3n2)c1)c1cnccn1	-7	-9	-10	1.1	4	-5	·	-5	-27
Cn1cnnc1SCC(=O)Nc1ccccc1C(=O)NC1CC1	-4	-5	3	1.1	-3	3	1	-1	-7
O=C(CN1C(=O)C2C3C=CC(C3)C2C1=O)N1CCc2ccccc2C1 (stereo unspecified)	5	-5	-5	1	-7	2	1.2	-2	-7
Cc1ccc(OCCC(=O)Nc2c(C)n(C)n(-c3ccccc3)c2=O)cc1	5	-1	-24	1.2	-4	-2	1.3	-1	-7
Cc1nc(C(=O)Nc2cccc(Cl)c2)nn1-c1cc(OC(C)C)c(Cl)cc1Cl	-14	0	21	·	-3	8	1.3	4	-14
O=C(CNC(=S)N(Cc1ccccc1F)C1CCCCC1)NC1CC1	0	-5	-6	1.1	-2	0	1.3	0	-18
O=C1c2ccccc2C(=O)N1CSc1nnc2c3ccccc3n(CCc3ccccc3)c2n1	-12	-3	23	0.9	-9	8	1	2	-22
Cc1cnc(NC(=O)C2CCCC2)s1	-6	-1	-23	1.3	-7	4	1	-1	26
COCC(=O)Nc1ccc(N(C)C)cc1	-8	-10	10	1.2	-1	7	0.8	0	-9
O=c1c2ccccc2nc(COc2ccccc2)n1/N=C/c1ccco1	-15	-1	7	1.7	-7	7	1.5	0	1
CC(C)N(Cc1nc(-c2ccccc2)no1)C(=O)Cc1ccccc1	-23	-1	4	1	-1	12	1.6	2	4
Clc1ccc(C(c2nnnn2C2CCCC2)N2CCN(c3nc4ccccc4s3)CC2)cc1 (stereo unspecified)	-15	2	-4	1.1	-3	5	·	0	-19
COc1cccc(CNCCN2CCOCC2)c1OC	3	-1	18	·	2	6	0.9	0	-6
CCCC1CCc2c(c3ccccc3[nH]c2=O)O1 (stereo unspecified)	11	-3	4	·	1	-2	1.1	5	-11
COc1ccc(-c2nn(-c3ccccc3)cc2C#N)cc1	5	-5	-7	1.5	1	3	0.7	-1	-27
CCNc1sc(C(=O)c2cccs2)c(N)c1-c1nc2ccccc2s1	-2	8	8	1.3	-8	30	1.1	3	23
CNC(=O)COc1ncnc2sccc12	-5	6	-4	·	-3	6	1	0	3
C=CCn1c(SCC(=O)NC2CCCCC2)nnc1C1CCCCC1	-8	4	-7	1	1	4	1.2	-2	-8
CCOc1ccc(CCNC(=O)C(CC)n2nc(C)n3c(cc4sccc43)c2=O)cc1OCC (stereo unspecified)	-16	6	13	1.2	0	7	1.6	-7	0
CC(C)=C1SC(N2CCOCC2)=NC1=O	-10	-1	-15	1.1	-1	0	0.8	1	-11
CC(=O)c1c(C)[nH]c(C(=O)OC2CCCCC2=O)c1C (stereo unspecified)	0	-8	-6	1.2	-5	-3	1.1	0	7
O=C(CSc1nnc(C2CC2)n1-c1ccccc1)NCc1ccco1	0	-4	-22	1.4	-1	-8	1.1	2	4
O=C(Nc1cccc(C(F)(F)F)c1)C1C2CC3OC(=O)C1C3C2 (stereo unspecified)	-13	4	-13	1.1	-4	11	1	0	-1
FC(F)(F)c1cc(Cl)c2nc(-c3ccccc3)cn2c1	-4	1	-11	·	-1	8	0.8	8	5
Cn1nc(-c2ccc(Cl)cc2)c2cc(C(=O)NCC3CCCO3)sc21 (stereo unspecified)	-8	6	-22	1.3	-1	1	1.6	-2	-18
COc1ccc(OC)c(-c2cc(C(=O)N3CCCc4ccccc43)no2)c1	-8	-1	10	1.2	0	15	1.1	11	8
O=C(c1nn2cccnc2c1Cl)N1CCN(c2ccccc2)CC1	-10	-2	0	0.9	-2	-3	·	0	-6
C=CCc1cccc2cc(C(=O)OCC(=O)c3ccccc3)c(=O)oc12	-11	5	-17	·	-13	5	0.8	0	12
COC(=O)c1cc(S(=O)(=O)N2CCOCC2)ccc1Sc1ccccc1N	3	1	21	1.2	-5	11	1	2	22
O=C(NNC(=O)c1sccc1-n1cccc1)c1ccccc1	-5	0	-2	·	-6	7	1	-9	4

Some of these compounds in order of count of non-hydrogen atoms, highest first.
SMILES	PLK1 inh	EphB4 antag	PLK1 PBD inh	MT1-MMP txn act	S1P2 agonist	HIV Rev-RRE inh	PLAP activator	FAK inh	S1P2 blocker
CCOc1ccc(CCNC(=O)C(CC)n2nc(C)n3c(cc4sccc43)c2=O)cc1OCC (stereo unspecified)	-16	6	13	1.2	0	7	1.6	-7	0
Cn1nc(-c2ccc(Cl)cc2)c2cc(C(=O)NCC3CCCO3)sc21 (stereo unspecified)	-8	6	-22	1.3	-1	1	1.6	-2	-18
CNC(=O)COc1ncnc2sccc12	-5	6	-4	·	-3	6	1	0	3

Compound activity from PubChem BioAssay.

An unsorted share of the library; about 3.9% have a hit in one of these screens.
